Screens: PubChem BioAssay, NCI
Growth percent in the NCI-60 one-dose screen (48 h, 10 µM unless noted): 100 = growth as untreated, 0 = no growth, -100 = all killed.
UACC-257: UACC-257 melanoma | hit rate 4.4% among 78,000 | AID 1794764
UACC-62: UACC-62 melanoma; hit rate 5.4% among 81,000
MALME-3M: MALME-3M melanoma | hit rate 5.8% among 78,000
SK-MEL-5: SK-MEL-5 melanoma; hit rate 6.4% among 80,000
EKVX: EKVX NSCLC; hit rate 3% among 71,000; AID 1794765
SK-MEL-2: SK-MEL-2 melanoma; hit rate 4.7% among 77,000; AID 1794763
A549/ATCC: A549/ATCC NSCLC; hit rate 3.7% among 81,000
M14: M14 melanoma; AID 1794745; hit rate 6.2% among 80,000
* marks the source's active call; other numbers are inactive results; · = not tested or not shown; [ ] = another dose, or the depositor's remark. How the source made its calls: active means growth percent below 10; inactive means the rest. An unsorted share of the library (roughly 9.8% active in at least one column).

Structure	EKVX	A549/ATCC	SK-MEL-5	UACC-62	MALME-3M	M14	SK-MEL-2	UACC-257
COc1ccc(/C(O)=C/c2nc3nonc3nc2-c2ccc(OC)cc2)cc1	107.5	101.3	101.7	76.8	106.9	92.0	106.1	91.4
N#Cc1cc(-c2nc3ccccc3[nH]2)c(N)n(-c2ccccc2)c1=O	92.8	94.8	87.1	103.2	123.8	113.4	104.3	106.5
Cc1cccc(Cl)c1NC(=O)C(C)N1CCCC1 (stereo unspecified)	99.1	100.8	100.7	97.0	111.2	103.4	98.6	102.3
NC(CSC1(c2cccc3ccccc23)c2ccccc2-c2ccccc21)C(=O)O (stereo unspecified)	89.8	96.0	80.5	86.9	128.9	106.4	112.5	91.6
CCOC(=O)c1[nH]n(-c2ccccc2)c(=O)c1/C=N/C(=S)Nc1ccccc1	108.0	90.2	98.5	97.9	·	98.2	98.3	88.6
CC1(C)CC(=O)C2=C(C1)OC1=C(C(=O)CC(C)(C)C1)C2c1cccc([N+](=O)[O-])c1	·	92.3	99.8	89.1	114.6	103.7	106.5	110.7
COc1cccc(/C=C2\Oc3cc(O)ccc3C2=O)c1	92.3	94.1	99.5	104.4	94.7	95.8	110.2	106.2
Cc1cc(=O)n2c(-c3ccc(Cl)cc3)cnc2[nH]1	105.1	91.6	100.5	87.6	127.6	100.4	92.0	100.7

Rewritten field by field: entries from further up.
N#Cc1cc(-c2nc3ccccc3[nH]2)c(N)n(-c2ccccc2)c1=O
  EKVX = 92.8	A549/ATCC = 94.8	SK-MEL-5 = 87.1	UACC-62 = 103.2	MALME-3M = 123.8	M14 = 113.4	SK-MEL-2 = 104.3	UACC-257 = 106.5

COc1ccc(/C(O)=C/c2nc3nonc3nc2-c2ccc(OC)cc2)cc1
  EKVX = 107.5	A549/ATCC = 101.3	SK-MEL-5 = 101.7	UACC-62 = 76.8	MALME-3M = 106.9	M14 = 92.0	SK-MEL-2 = 106.1	UACC-257 = 91.4

The list continues.
Structure	EKVX	A549/ATCC	SK-MEL-5	UACC-62	MALME-3M	M14	SK-MEL-2	UACC-257
CN=C1N[N+]2=CCCCC2(C)S1 (stereo unspecified)	·	105.9	101.8	100.2	97.7	97.4	97.4	104.1
O=C(O)c1ccc(-n2cc(/C=N/Nc3c(F)c(F)cc(F)c3F)c(-c3ccc(O)cc3)n2)cc1	82.2	87.9	87.2	95.9	97.9	92.3	111.4	89.2
C[C@H](c1nc2ccc(Cl)cn2c1NC(C)(C)C)[C@H]1CC[C@H]2[C@@H]3CCC4=CC(=O)CC[C@]4(C)[C@H]3CC[C@]12C	89.8	89.8	78.1	92.8	98.0	98.1	99.8	97.2
CCSC(SCC)c1ccc(Cl)cc1	106.3	102.0	110.2	98.6	102.1	110.4	115.7	99.4
CCCCCCCCCCCCCC(=S)NCCCC[C@H](NC(=O)OCc1ccccc1)C(=O)Nc1ccccc1	·	49.3	68.6	43.1	83.6	37.3	40.5	69.1
CC1COc2c(N3CCN(C)CC3)c(F)cc3c(=O)c(C(=O)N/N=C/c4ccoc4)cn1c23 (stereo unspecified)	92.0	100.5	92.0	98.0	87.8	·	102.4	113.5
Cc1ccc(-c2c3c(N)c4c(nc3nc3c2c(C)nn3-c2ccccc2)CCC4)cc1	·	32.9	90.4	99.8	91.5	88.0	88.6	·
COc1ccc(-c2cc(-c3nnc(SCC(=O)Nc4ccc(Cl)cc4)n3-c3ccccc3)c3ccccc3n2)cc1	90.9	83.1	97.6	86.1	103.3	112.2	106.7	96.8

Three entries drawn at random from those above:
Structure	EKVX	A549/ATCC	SK-MEL-5	UACC-62	MALME-3M	M14	SK-MEL-2	UACC-257
CC1COc2c(N3CCN(C)CC3)c(F)cc3c(=O)c(C(=O)N/N=C/c4ccoc4)cn1c23 (stereo unspecified)	92.0	100.5	92.0	98.0	87.8	·	102.4	113.5
C[C@H](c1nc2ccc(Cl)cn2c1NC(C)(C)C)[C@H]1CC[C@H]2[C@@H]3CCC4=CC(=O)CC[C@]4(C)[C@H]3CC[C@]12C	89.8	89.8	78.1	92.8	98.0	98.1	99.8	97.2
O=C(O)c1ccc(-n2cc(/C=N/Nc3c(F)c(F)cc(F)c3F)c(-c3ccc(O)cc3)n2)cc1	82.2	87.9	87.2	95.9	97.9	92.3	111.4	89.2

More compounds:
Structure	EKVX	A549/ATCC	SK-MEL-5	UACC-62	MALME-3M	M14	SK-MEL-2	UACC-257
COC(=O)C1C2CC3C(OC(=O)C31C)C2I (stereo unspecified)	·	112.5	100.6	102.5	108.1	104.4	111.3	96.4
COc1ccc(C2=Nc3c(N)nc(N)nc3NC(c3ccc(Oc4nc(Nc5ccc(F)cc5)nc(N(C)C)n4)c(OC)c3)C2)cc1 (stereo unspecified)	67.2	75.5	51.5	98.3	83.1	93.4	92.4	70.5
O=C(N/N=C/C[C@@H]1[C@@H](/C=C/[C@@H](O)COc2cccc(Cl)c2)[C@H](O)C[C@@H]1O)c1ccncc1	98.4	89.0	96.6	92.9	98.1	99.6	102.4	77.5
CCc1ccc(C2=NN(c3ccc(S(N)(=O)=O)cc3)C(c3ccc(C)cc3)C2)cc1 (stereo unspecified)	85.8	64.0	94.2	99.0	88.1	104.5	92.0	96.6
ClC1CCCCC12OCCO2 (stereo unspecified)	·	96.1	104.1	106.1	103.7	99.9	70.7	92.0
COc1cc2nc(-c3ccc(C(F)(F)F)cc3)cc(OCCCN3CCOCC3)c2cc1OC	61.6	29.0	-33.1*	-26.1*	45.2	-56.0*	47.4	-16.2*
O=C(NCCNc1cc(-c2cn(-c3ccccc3)nc2-c2cccc(O)c2)ccn1)Nc1cc(C(F)(F)F)cc(C(F)(F)F)c1	90.6	96.5	96.8	94.1	90.6	89.0	93.7	101.0
C[C@H]1[C@H](C)CC[C@]2(C(N)=O)CC[C@]3(C)C(=CC[C@@H]4[C@@]5(C)Cc6c([nH]c7ccccc67)C(C)(C)[C@@H]5CC[C@]43C)[C@H]12	85.7	69.3	91.8	84.5	103.7	90.4	89.9	93.7
S=c1[nH]cccc1-c1nnc2n1Nc1nc3ccccc3cc1CS2	97.1	110.1	97.4	91.2	97.1	101.0	103.7	109.7
Oc1[nH]c(=S)sc1C=Nc1ccc(Cl)cc1	·	87.8	93.9	87.3	101.7	96.1	96.6	83.7
CC1(C)[C@@H](O)/C(=C\c2cccnc2)C[C@]2(C)[C@H]3CC=C4[C@@H]5C[C@](C)(C(=O)O)CC[C@]5(C)CC[C@@]4(C)[C@]3(C)CC[C@@H]12	101.8	104.4	98.2	98.8	110.0	104.7	109.4	104.4
Cc1ccc(C(=O)NN2C(=O)CSC2c2ccc(N(C)C)cc2)cn1 (stereo unspecified)	110.5	87.8	111.0	97.6	119.2	113.7	100.9	71.3
COc1ccc(-c2nc3sc4cc(OC)ccc4n3c2-c2nc3ccc(C(F)(F)F)cc3[nH]2)cc1	·	81.8	86.2	82.4	·	87.5	83.1	86.3
O=[N+]([O-])c1ccc(CCc2ccc([N+](=O)[O-])cc2)cc1	·	92.1	98.4	86.0	105.4	107.2	112.9	104.4
O=[N+]([O-])c1cccc(-c2nnc(CSc3nnc(-c4ccc(Cl)cc4Cl)o3)o2)c1	104.6	97.4	101.6	91.7	119.7	104.4	112.8	98.4
CCCCOc1ccccc1C(=O)OC	102.2	103.1	102.7	103.8	99.5	103.6	108.8	105.4
CCOc1c(C#N)c(Nc2ccc(S(N)(=O)=O)cc2)c(C#N)c(=O)n1C(=S)Nc1ccccc1	96.9	101.9	101.0	96.2	98.4	107.3	103.7	104.1
CCCSc1nc2ccc(C)cc2cc1/C=[N+](\[O-])c1ccccc1	80.6	95.4	27.6	31.3	46.2	6.9*	68.8	63.3
C=C(C)[C@@H]1CC[C@]2(C)[C@H](CC[C@@H]3[C@@H]([C@@](C)(O)CCC=C(C)C)CC[C@]32C)[C@@]1(C)CCC(=O)N1CCN(C)CC1	-66.4*[100 µM]	0.6*[100 µM]	-99.1*[100 µM]	-95.2*[100 µM]	-89.6*[100 µM]	-70.5*[100 µM]	-88.5*[100 µM]	-59.9*[100 µM]
CC(C)(C)c1ccc(Cn2cc(CSc3nc4ccccc4o3)nn2)cc1	104.7	94.6	102.0	92.9	102.6	97.1	95.8	112.2
O=C(Cn1cc(CO)nn1)c1ccc(-c2ccccc2)cc1	97.4	108.8	109.4	94.2	106.1	99.1	112.3	111.6
CCCCOC(=S)Nc1ccc(S(=O)(=O)Nc2ccc(Cl)nn2)cc1	91.3	101.2	97.6	92.5	106.0	108.0	115.4	103.5
O=C(Nc1cccc(Cl)c1)OCC#CCCl	92.6	62.0	99.0	86.2	81.8	58.7	87.3	56.4
O=C(CNc1ccc(F)cc1)Nc1ncc(Cc2ccc(Cl)cc2)s1	73.4	71.7	96.3	31.4	91.0	65.5	76.9	85.2
CN(C)[C@@H]1C(=O)C(C(N)=O)=C(O)[C@@]2(O)C(=O)C3=C(O)c4c(O)cc(CN5CCc6ccccc6C5)c(Cl)c4C[C@H]3C[C@@H]12	-90.3*	-85.4*	-94.2*	-89.5*	-52.5*	-71.2*	-90.6*	-62.0*
O=C(Nc1nccs1)c1ccoc1COc1ccccc1	92.7	104.4	98.8	93.6	106.4	105.7	111.9	121.2
Nc1ccc2c(c1)C(=O)c1cc([N+](=O)[O-])ccc1-2	101.6	·	102.4	94.1	105.5	114.9	119.3	103.0
CCOc1cc2c(=O)[nH]cnc2c(OCC)c1OCC	·	90.7	98.0	98.5	101.3	102.2	·	102.2
COc1cc(-c2cc(-c3cccs3)c(C#N)c(N3CCOCC3)n2)cc(OC)c1OC	88.1	83.6	45.7	63.6	115.7	44.6	95.6	20.7
COc1ccc(/C=C/C(=O)C(=O)/C=C/c2ccc(OC)c(OC)c2)cc1OC	62.6	69.9	77.9	-10.8*	54.5	-10.5*	96.6	·
COC(=O)/C=C/c1cccc([N+](=O)[O-])c1	·	94.0	93.9	95.4	96.9	104.9	99.0	96.8
N#CC1C(=O)c2c([nH]c3ccccc23)C12C(=O)Nc1ccccc12 (stereo unspecified)	101.2	106.3	98.6	90.9	90.5	102.8	123.1	106.2
COc1ccc(-c2nn(-c3cccc(Cl)c3)cc2C=C(C#N)C#N)cc1	·	19.1	5.8*	11.1	17.7	-18.0*	-39.4*	38.5
CC1C(=O)CCC2C1(C)CCC1C2(C)CCC2(C)C3CC(C)(C)CCC3(C)CCC12C (stereo unspecified)	·	101.4	100.9	100.7	100.7	102.6	91.5	92.5
Cc1nn(-c2ccccc2)c(C)c1N=Nc1ccccc1	95.1	82.5	97.3	86.7	81.5	94.9	106.4	98.9
O=C(CSc1nccc(Nc2ccc(S(=O)(=O)Nc3nccs3)cc2)n1)c1ccc([N+](=O)[O-])cc1	105.1	106.1	100.3	103.7	121.0	98.7	106.9	113.3
CCOC(=O)c1cc(OCC)nc2ccccc12	95.5	96.8	109.9	98.6	106.4	103.4	122.3	·
O=[N+]([O-])c1ccc2nc(-c3ccccc3)c(-c3ccccc3)nc2c1	105.0	81.8	84.0	69.4	100.2	104.2	86.1	76.0
Cc1ccc2nc(NC(=O)CSC(=S)N3CCN(C)CC3)sc2c1	98.1	95.3	106.9	·	108.3	107.4	·	89.8
O=C1Nc2ccccc2/C1=C/c1ccc(COCC2CO2)n1-c1ccc(O)cc1 (stereo unspecified)	101.6	103.5	101.4	96.0	62.9	·	101.3	101.9
CC(C)(C)NC(=O)C(OC(=O)C1CCc2cc(F)ccc2O1)c1ccc([N+](=O)[O-])cc1 (stereo unspecified)	92.2	97.3	92.7	80.8	98.0	97.3	99.0	101.7
CCCC(=O)Oc1ccc(C2CCCCC2)cc1	109.7	102.0	105.8	104.9	105.6	107.9	104.1	106.2
CO/C(=C1/NC(=O)C(Cc2ccc(O)c(Br)c2)N(C)C(=O)C(C)NC(=O)CCC/C=C(\C)CCC(C)OC1=O)c1ccccc1 (stereo unspecified)	-25.3*	-49.5*	-67.6*	9.3*	·	·	-100.0*	-54.0*
CCOC(=O)c1cc(-c2ccccc2)nc2ccc(C)cc12	90.8	96.6	103.9	88.4	132.7	115.0	107.4	95.1
Cc1ccc(/C=C2\C(=O)N(C)c3ccc(-c4cc(F)c(F)c(F)c4)cc32)s1	83.2	67.4	85.4	56.2	78.6	85.7	99.6	96.2
Cc1ccc2c(c1)C13C(=C2Br)CCCN1C(=O)c1ccccc13 (stereo unspecified)	91.3	98.1	88.0	67.4	85.3	·	100.0	93.3
COc1cc(/C=C/c2cc(/C=C/c3ccc(O)c(OC)c3)n(C(=O)Nc3ccc(Cl)cc3)n2)ccc1O	16.9	4.0*	-29.7*	4.1*	3.9*	4.0*	-23.5*	3.1*
Clc1ccc(/C=N/Nc2ncc(-c3cc4cc5c(cc4o3)OCO5)s2)c(Cl)c1	88.5	85.8	96.2	90.6	103.5	98.8	102.2	86.8
COC(=O)c1c(C(=O)OC)c2ccc3c4ccccc4ccc3n2c1C(=O)CBr	99.5	92.8	95.7	72.3	91.3	98.2	90.2	96.3
CCCCCC(=O)OCC(=O)O[C@@H]1C[C@]2(C(C)C)O[C@@]1(C)[C@@H]1CC[C@@H](C)[C@H]1[C@@H]2OC(=O)/C=C/c1ccccc1	73.8	78.7	95.7	62.1	49.8	69.1	94.0	87.2
CC1CCN(S(=O)(=O)c2ncsc2-c2ccccc2)CC1	74.7	93.1	96.8	96.5	78.7	83.5	96.2	106.0
O=C(O)C(N=Cc1ccccc1)C(O)c1ccccc1 (stereo unspecified)	89.6	97.4	97.9	90.4	73.8	91.9	·	99.6

Looked up above:
`CCCCCC(=O)OCC(=O)O[C@@H]1C[C@]2(C(C)C)O[C@@]1(C)[C@@H]1CC[C@@H](C)[C@H]1[C@@H]2OC(=O)/C=C/c1ccccc1` | SK-MEL-5 = 95.7
`O=C(O)C(N=Cc1ccccc1)C(O)c1ccccc1` (stereo unspecified) | M14 = 91.9
`COC(=O)c1c(C(=O)OC)c2ccc3c4ccccc4ccc3n2c1C(=O)CBr` | UACC-257 = 96.3
